Screens (PubChem)
STAT3 activator = increases IL-6 driven STAT3 reporter signal; U3A cells, IL-6 STAT3-luciferase reporter, luminescence; 100% = signal with IL-6 EC80 alone; activation (% of control), % at 5.6 µM; hit rate 0.91% among 190,000; AID 871;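 active = activation above the screen-wide mean of compound activation plus 3 SD, cut at about 130% in these data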;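 also: 0% = background luminescence of wells with medium and substrate only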
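Assay system – human STAT1-deficient U3A cells with stable STAT3-luciferase reporter · Also added – IL-6 (33 ng/mL) · Schedule – compound 1 h, then IL-6 6 h at 37 °C · Technique – reporter luminescence signal · Evaluation – % activation versus median of IL-6-stimulated wells · Benchmarks – IL-6-only wells as 100% reference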
STAT3 inh = inhibitors of IL-6 induced STAT3 signaling | U3A cells, IL-6 STAT3-luciferase reporter, luminescence; host cell line lacks STAT1 | AID 862 | inhibition, % at 5.5 µM | hit rate 0.89% among 190,000;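 active = inhibition above the mean inhibition across all screened compounds plus 3 SD, cut at about 44% in these data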;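 also: 0% = DMSO only wells and 100% = 100 µM nifuroxazide control wells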
STAT1 inh = inhibitors of IFN-gamma induced STAT1 signaling; NIH 3T3 STAT1-luciferase reporter, luminescence; inhibition, % at 5.5 µM; hit rate 0.35% among 200,000; AID 920;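 active = inhibition above a set limit, the mean inhibition across all tested compounds plus 3 SD, cut at about 34% in these data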;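 also: 0% = IFN-gamma with DMSO and 100% = IFN-gamma with 300 µM nifuroxazide; values of inactives mirror those of a sister screen read the other way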
S1P3 antag = S1P3 (human) receptor antagonism; Q99500; CHO S1P3 NFAT-BLA reporter, FRET fluorescence, antagonist mode; inhibition, % at 4.98 µM; hit rate 0.27% among 170,000; AID 485;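 active = inhibition above the plate cutoff, the mean inhibition of test wells on that plate plus 3 SD, cut at about 28% in these data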;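 also: cells challenged with S1P at its EC80 of 0.8 µM; blue over green emission ratio from cleaved BLA substrate after 4 h stimulation; 0% = S1P-stimulated wells and 100% = unstimulated DMSO-only wells; some compounds past the cut are filed as inactive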
Target sequence (Q99500 whole entry, looked up): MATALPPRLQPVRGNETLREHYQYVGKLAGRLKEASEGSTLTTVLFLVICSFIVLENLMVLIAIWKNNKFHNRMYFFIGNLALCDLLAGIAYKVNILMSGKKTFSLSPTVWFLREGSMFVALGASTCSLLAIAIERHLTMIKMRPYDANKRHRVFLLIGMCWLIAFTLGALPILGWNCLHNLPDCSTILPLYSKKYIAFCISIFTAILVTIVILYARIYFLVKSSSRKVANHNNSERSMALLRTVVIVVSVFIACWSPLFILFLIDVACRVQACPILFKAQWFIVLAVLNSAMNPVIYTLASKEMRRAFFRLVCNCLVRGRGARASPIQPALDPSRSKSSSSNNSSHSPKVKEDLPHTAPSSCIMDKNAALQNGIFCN
TLR4-MyD88 BLA = inhibitors of human TLR4-MyD88 binding; O00206+Q99836; HeLa CL3-4 TLR4/MyD88 BLA complementation, FRET ratio; inhibition, % at 8.4 µM; hit rate 0.18% among 200,000; AID 861; in the data active = inhibition above about 25%;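 also: 0% = vehicle and 100% = reference inhibitor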
TR-FRET SRC-2 ct = flags TR-FRET format artefacts in PPARgamma SRC-2 recruitment agonist screen; TR-FRET artefact counter-screen; hits give high values; TR-FRET ratio at 8 µM; hit rate 0.4% among 200,000; in the data active = TR-FRET ratio above about 2000; also: inactives centre near 1500
PPARg SRC-2 ag = agonists of SRC-2 recruitment by human PPARgamma; P37231; PPARgamma LBD-SRC-2 recruitment, biochemical; activation, % at 8 µM; hit rate 0.34% among 200,000; in the data active = activation above about 22%;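 also: 0% = vehicle and 100% = reference agonist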
PPARg SRC-1 ag = PPARgamma-driven SRC-1 recruitment agonism | AID 631 | P37231 | hit rate 0.41% among 200,000 | activation, % at 8 µM | PPARgamma-SRC-1 coactivator recruitment biochemical assay; in the data active = activation above about 19%;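 also: 0% = DMSO and 100% = reference agonist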
ROMK mod = modulates human ROMK potassium channel activity; AID 1918; Tet-inducible ROMK, thallium flux fluorescence; actives lie on both sides; hit rate 2% among 130,000; P48048; B-score at 10 µM;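 active = signal ratio slope over the read window, or its plate-corrected B-score, at least 3 SD from the plate mean, either direction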;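 also: B-score of the F/F0 ratio slope over 7 to 12 s after thallium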
Target sequence (P48048 whole entry, looked up): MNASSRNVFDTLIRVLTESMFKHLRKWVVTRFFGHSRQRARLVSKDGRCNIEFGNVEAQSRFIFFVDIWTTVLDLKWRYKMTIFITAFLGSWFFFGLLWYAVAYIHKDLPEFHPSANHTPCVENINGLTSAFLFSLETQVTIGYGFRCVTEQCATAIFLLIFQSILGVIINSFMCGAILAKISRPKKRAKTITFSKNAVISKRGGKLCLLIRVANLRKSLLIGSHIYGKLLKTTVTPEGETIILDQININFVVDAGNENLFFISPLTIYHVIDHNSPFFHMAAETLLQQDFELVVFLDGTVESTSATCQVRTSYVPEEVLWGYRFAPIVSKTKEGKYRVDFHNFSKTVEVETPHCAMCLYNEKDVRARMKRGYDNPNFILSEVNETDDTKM
RAM inhibit = yeast RAM network inhibition; S. cerevisiae dse1pr::URA3 reporter, 5-FOA growth OD615, 2 d; analog-sensitive cbk1-as2 kinase mutant strain; inhibition, % at 50 µM; hit rate 1.8% among 190,000;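 active = inhibition above a set limit, 3 SD over mean compound inhibition, cut at about 8.4% in these data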;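 also: 0% = DMSO-only wells with no growth and 100% = 10 µM 1-NA-PP1 full growth; inhibition rescues growth on 5-FOA so higher OD means more RAM inhibition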
PPARg SRC3 recr = PPARgamma-driven SRC-3 recruitment agonism. activation, % at 8 µM. hit rate 0.26% among 200,000. P37231. biochemical PPARgamma/SRC-3 coactivator recruitment assay; in the data active = activation above about 23%;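 also: 0% = DMSO and 100% = reference agonist; some compounds past the cut are filed as inactive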
The depositor's hits bear a star; . = not tested or not shown.

canonical_smiles,STAT3 activator,PPARg SRC-2 ag,S1P3 antag,TR-FRET SRC-2 ct,ROMK mod,TLR4-MyD88 BLA,STAT1 inh,RAM inhibit,PPARg SRC3 recr,PPARg SRC-1 ag,STAT3 inh
Cc1nn(-c2ccccc2)c(C)c1/C=N/NC(=O)c1cc(C23CC4CC(CC(C4)C2)C3)[nH]n1,99,-5,.,1495,.,5,6,-0.6,-3,-5,10
Cc1ccc(C)c(OCCCCCn2ccnc2)c1,97,4,-23,1729,.,-6,7,0.7,-5,10,7
COc1ccc(/C=C(/C(=O)c2ccc(Cl)cc2Cl)n2cncn2)cc1,99,3,.,1339,-1.5,-7,6,-1.6,1,2,8
COc1ccc(S(=O)(=O)NC(C(=O)NCCc2ccccn2)C(C)C)cc1 (configuration not stated),100,2,-7,1644,.,-1,3,1.8,-2,7,2
Cn1c(N)c(C(=O)CSc2nc(N)cc(=O)[nH]2)c(=O)n(C)c1=O,102,5,.,1424,1.1,-6,-1,1.3,9,0,-4
NC(=O)CSc1nccn1Cc1ccc(Cl)cc1,98,13,-28,1566,0.22,-5,3,1.7,5,0,7
O=C(NCC(c1ccco1)N1CCCCC1)C(c1ccccc1)c1ccccc1 (configuration not stated),111,0,-3,1449,-1.6,3,-1,1.3,-1,0,-6
CN(C(=O)c1cnc(N2CCN(c3ncccn3)CC2)c2ccccc12)c1ccc(Cl)cc1,99,-7,10,1492,-0.014,-16,6,-0.8,2,3,3
O=C(NCCn1cc(SCc2ccc(F)cc2)c2ccccc21)c1ccccc1F,91,-3,9,1499,1,9,12,13*,1,0,10
CCc1nc2ccccc2c(C(=O)OCC(=O)C(C)(C)C)c1C,99,1,-4,1517,-0.56,-9,3,0.1,5,-1,2
Cc1cc(C)c2[nH]c(=O)c(CN(CC3CCCO3)C(=O)C3CCCO3)cc2c1 (configuration not stated),106,4,-30,1496,.,4,8,1.9,16,6,2
COc1ccc(CCNC2CC(=O)N(N(C)C)C2=O)cc1OC (configuration not stated),105,-7,-10,1631,1.4,6,-2,0.9,3,14,0
Cc1ccccc1NC(=S)N(Cc1cccnc1)Cc1ccccc1Cl,104,-4,-8,1432,0.65,-5,12,0.4,-1,2,-4
N#CCSc1nnc(Cc2cccc3ccccc23)n1C1CCCCC1,103,-3,0,1585,-2.9,-8,11,4.2,-2,5,-2
CCOc1cccc2cc(C(=O)Nc3cc(C)on3)c(=O)oc12,98,6,8,1720,1.2,-12,0,3.0,3,38*,3
CCCc1cc(-c2n[nH]c(=S)n2CC)c2ccccc2n1,104,-3,0,1417,-0.51,-1,11,2.9,4,-1,-8
CN(C)S(=O)(=O)Oc1ccsc1C(=O)Nc1cccc(Cl)c1Cl,105,9,.,1604,.,1,-4,5.8,10,4,0
O=C(NNc1cc(N2CCCC2)nc(N2CCCC2)n1)c1ccc([N+](=O)[O-])cc1,91,-1,11,1420,0.22,9,4,1.8,-3,-11,13
COc1nc(OCCNC(C)=O)nc(N(C)C)n1,98,10,.,1489,.,10,-3,1.4,15,5,6
Cc1cc2c3nonc3ccc2n1C,84,0,-35,1672,-0.7,6,-1,2.2,-6,6,27
COc1ccc(-c2nnc3ccc(SCC(=O)NCc4ccco4)nn23)cc1OC,100,1,-13,1465,-0.011,-3,4,1.8,1,0,2
Cc1ccc(-c2nc(C=Nc3ccc(O)cc3)c(O)o2)cc1,82,-5,18,1569,0.12,13,-9,4.1,-4,15,24
O=C(NCCCN1CCN(CCCNC(=O)c2ccc(F)cc2)CC1)c1ccc(F)cc1,103,5,8,1518,.,-4,1,-0.7,9,2,0
COc1cc(CNCCc2ccccc2)ccc1OCc1ccc(Cl)nc1,96,14,.,1425,-3.7*,-8,9,0.1,-1,6,3
COc1ccc(Nc2cc(C(=O)NCc3ccco3)c3ccccc3n2)cc1,87,8,-4,1634,.,9,5,2.1,-1,0,18
O=C(NCc1ccccc1)c1ccc(OCC2CCCO2)cc1 (configuration not stated),109,-9,-15,1515,-0.49,3,-1,0.3,2,-12,-6
Cc1ccc(NC(=O)c2ccc(S(=O)(=O)NCC3CCCO3)cc2)cc1 (configuration not stated),90,11,-11,1493,.,13,6,3.6,5,8,14
Cc1ccc(CN2CCN(Cc3nc4c(s3)CCCC4)CC2CCO)cc1 (configuration not stated),99,3,-3,1691,-1.2,4,10,2.2,5,7,2
C=CCNC(=O)COC(=O)c1ccc(C)c(NC(=O)c2ccco2)c1,111,4,4,1448,0.087,6,-5,1.0,2,-1,-8
C=CCNC(=O)C1CC1(c1ccccc1)c1ccccc1 (configuration not stated),110,3,1,1372,-0.16,-6,5,0.0,4,-2,-6
CCOc1cc(/C=C2/NC(=O)N(CC(=O)Nc3cccc(C)c3)C2=O)ccc1O,104,13,.,1409,0.28,4,-9,2.9,10,-4,-1
O=C(NCc1ccco1)c1cc2sccc2n1Cc1ccccc1,98,3,28,1530,.,4,8,9.9*,15,7,5
CCOC(=O)c1nnc(-c2ccccc2)nc1N1CCSCC1,102,-5,-2,1446,-0.72,6,6,0.1,-2,1,0
Cc1ccc(CCNC(=O)C2CCCN(S(=O)(=O)c3cccs3)C2)cc1 (configuration not stated),97,9,.,1575,0.11,-1,7,3.7,2,-1,10
CC(C)CCNC(=O)Cc1csc(-c2ccccc2)n1,112,-3,-1,1352,0.39,1,-4,3.6,-1,-1,-13
O=C(O)CN=C1CC(c2ccccc2)CC(=O)/C1=C(/O)CCCN1C(=O)c2ccccc2C1=O (configuration not stated),99,2,1,1637,0.62,3,-4,4.4,-4,14,12
O=C(Nc1ccc(F)cc1)c1ccc(-n2cncn2)c([N+](=O)[O-])c1,76,8,-23,1670,0.68,8,-3,-0.1,4,7,33
Cc1ccc(S(=O)(=O)Oc2ccc3c(c2)O/C(=C\c2cccnc2)C3=O)cc1,98,3,.,1478,-1.1,-3,3,4.6,-3,-6,9
CCOc1ccc(-c2cc(CCCC(=O)NCc3cccnc3)no2)cc1,109,3,-8,1447,.,-2,-13,0.8,-1,-5,-11
COc1cccc(Nc2cc(C)nc3nc(C)nn23)c1,101,-5,-10,1533,.,-6,-4,1.6,2,3,8
Clc1ccc(C2=Nn3c(nnc3-c3cc(-c4ccccc4)n[nH]3)SC2)cc1,94,-4,.,1518,.,10,-10,9.1*,-6,8,15
CCCCSc1nc2c(cnn2-c2ccccc2)c(=O)n1N,88,5,-9,1715,0.55,-3,-46,0.4,0,1,19
COc1ccc(/C=N/NC(=O)c2cccc([N+](=O)[O-])c2)cc1OS(=O)(=O)c1ccc(C)cc1,98,3,.,1429,0.095,1,-4,0.4,-1,-8,8
O=C(N/N=C\c1ccc(COc2ccc([N+](=O)[O-])cc2)o1)c1cccc(Cl)c1,102,6,.,1547,0.17,-1,7,1.8,-4,0,-2
O=C(CNc1ccccc1)N/N=C/c1cn(-c2ccccc2)nc1-c1ccccc1,97,-6,5,1443,.,-7,-4,1.3,-3,-8,3
Cc1c(C(=O)NN2CCOCC2)oc2c1ccc1ccccc12,94,0,-9,1598,0.32,4,-5,-0.7,-2,3,16
CC(NC(=O)/C=C/c1ccc(Br)cc1)c1ccccc1 (configuration not stated),97,-2,-3,1420,-0.26,-13,1,1.4,-2,-2,1
O=C1CCCC(O)=C1C=Nc1ccc2c(c1)oc1ccccc12,88,2,17,1528,.,-2,-22,2.5,20,11,19
O=C(Oc1cc(-c2ccccc2)no1)c1ccc(Cl)cc1,100,1,.,1488,0.78,-3,-4,0.4,-6,-1,6
c1ccc(C2CCC(N3CCNCC3)CC2)cc1 (configuration not stated),104,7,10,1473,-1.6,-22,7,1.2,-2,0,-1
NCCCNC(=O)c1cc2ccccc2[nH]1,86,6,-35,1409,.,-9,9,0.2,3,5,23
CC(=O)c1c(N2CCN(Cc3ccc4c(c3)OCO4)CC2)nc(=S)n(-c2ccccc2)c1C,97,2,2,1656,-0.35,-1,1,-0.1,3,1,8
COCCCNC(=O)CN(c1cc(Cl)cc(Cl)c1)S(C)(=O)=O,93,8,.,1709,-0.94,-13,8,0.5,-4,-1,11
O=C(CCN1C(=O)c2ccccc2S1(=O)=O)Nc1nc2c(s1)CCCC2,119,-1,3,1451,.,12,-13,1.5,1,-4,-22
COc1ccc(NC(=O)CC2C(=O)N(c3cccc(OC)c3)C(=O)N2C2CCCCC2)cc1 (configuration not stated),93,-2,.,1667,.,3,2,-1.1,7,10,12
O=C1CCCC2=C1C(c1cccs1)n1ncnc1N2 (configuration not stated),97,-2,11,1334,.,-5,-6,0.6,-5,2,3

Random draw from the library (roughly 5.6% active in at least one column).
